NPC1 prom act = qHTS Assay for NPC1 Promoter Activators; 320,000 tested, 2.4% active; Potency, µM (doses to about 9.22 µM), without a hit: at the top dose activation, usual class: activators; Huh7 NPC1 promoter luciferase reporter, 24 h;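 note: % of control where 0% means no effect; nearly all actives have a fitted effect of over 60% in size; reporter is driven by a mutant NPC1 promoter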
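In 1536-well qHTS, Huh7 cells harboring an NPC1 promoter–luciferase construct received compound for 24 h; activation was quantified by luminescence following luciferase reagent addition.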
uPA surface inh = qHTS for Inhibitors of Cell Surface uPA Generation. cell surface uPA generation assay, qHTS. Potency, µM (series often up to 38.3 µM), inactives show at the highest dose activity change, negative = inhibition, actives largely listed as inhibitors. 330,000 tested, 0.31% active. AID 540303, 2011; active = well fitted inhibition curve with a large enough effect; inconclusive = small, poorly fitted or top-dose-only effect; inactive = no such curve, though single readings can be large or run the other way; tested in mouse RAW 264.7 cells; note: % is set by controls: 0 for no effect and ±100 for the full control effect; nearly all actives have a fitted effect of over 55% in size
RORgamma inh = qHTS for inhibitors of ROR gamma transcriptional activity; Drosophila S2 Gal4-RORgamma UAS-luciferase reporter, 20 h; Nuclear receptor ROR-gamma (Mus musculus), P51450; 310,000 tested, 5.4% active; Potency, µM (doses to about 53.6 µM), inactives show at the highest dose activity change, negative = inhibition, most hits filed as inhibitors; note: % is set by controls: 0 for no effect and ±100 for the full control effect; nearly all actives have a fitted effect of over 60% in size
Target sequence (P51450 whole entry, looked up, the tested form may be a part): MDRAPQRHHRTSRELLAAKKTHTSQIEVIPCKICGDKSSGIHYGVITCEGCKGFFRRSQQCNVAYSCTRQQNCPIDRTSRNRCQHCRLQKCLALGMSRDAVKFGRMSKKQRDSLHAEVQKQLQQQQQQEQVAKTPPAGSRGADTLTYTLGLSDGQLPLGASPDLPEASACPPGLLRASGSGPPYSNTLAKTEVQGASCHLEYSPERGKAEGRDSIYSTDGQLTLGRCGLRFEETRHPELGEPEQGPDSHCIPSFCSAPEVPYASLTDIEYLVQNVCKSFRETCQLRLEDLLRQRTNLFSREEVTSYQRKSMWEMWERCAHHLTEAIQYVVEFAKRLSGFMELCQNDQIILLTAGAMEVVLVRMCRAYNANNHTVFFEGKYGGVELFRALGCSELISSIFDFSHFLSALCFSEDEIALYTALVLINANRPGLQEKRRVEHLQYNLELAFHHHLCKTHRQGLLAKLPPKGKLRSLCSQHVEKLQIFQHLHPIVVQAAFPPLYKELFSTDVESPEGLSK
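Read-out: Photinus luciferase luminescence; inhibitors lower reporter signal. Insect Schneider cells with Gal4-ROR gamma fusion under metallothionein promoter, UAS reporter; 700 uM final copper sulfate induction, 20 hr, ambient temperature.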
Rab9 prom act = qHTS Assay for Rab9 Promoter Activators; 320,000 tested, 2.8% active; Huh7 Rab9 promoter-luciferase reporter, luminescence, 24 h; AID 485297, 2010; Potency, µM (highest dose often 9.22 µM), for inactives: at the highest dose activation, negative = inhibition, usual class: activators; note: % of control where 0% means no effect; nearly all actives have a fitted effect of over 60% in size
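Luciferase signal after 10 min detection reagent at ambient indicates Rab9 promoter upregulation; stably transfected Huh7 cells were treated 24 h with compound in DMSO at 37 °C, 5% CO2.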
BRCA1 expr act = qHTS Assay to Identify Small Molecule Activators of BRCA1 Expression; MCF7-BRCA1-FFLuc reporter, luminescence, 48 h; response scale: scaled: vehicle 0%, 10 µM genistein 100%; Potency, µM (top dose mostly 46.1 µM), inactives show at the top dose activation, hits mostly activators; 380,000 tested, 1.1% active; AID 624202, 2012; note: nearly all actives have a fitted effect of over 80% in size; some results filed as inactive show a strong effect at the top dose
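Using MCF7 cells harboring a BRCA1 firefly luciferase reporter, plated 2 h before compound pinning, the screen measured luminescence after 48 h incubation. Responses were normalized to DMSO and 10 microM genistein, then fitted for concentration-effect.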
p53 reactivation = qHTS assay for re-activators of p53 using a Luc reporter | H1299 p53-A138V BP100-luciferase reporter, luminescence, 24 h | 320,000 tested, 0.063% active | Potency, µM (highest dose often 92.2 µM), without a hit: at the top dose activity change, positive = activation, most hits filed as activators | AID 504706, 2011; note: % of control where 0% means no effect; nearly all actives have a fitted effect of over 45% in size
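H1299 (p53-null), stable ts p53-A138V + BP100-Luc; 1000 cells/well, Opti-MEM/10% FBS; cpd 4 pt, 1:5; 24 h, 37 deg C, 5% CO2; detection reagent 10 min RT; luminescence.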
MBNL1-CUG inh = qHTS Assay for Inhibitors of MBNL1-poly(CUG) RNA binding. Muscleblind-like protein 1 (Homo sapiens), Q9NR56. Potency, µM (series often up to 57.5 µM), for inactives: at the top dose activity change, negative = inhibition, usual class: inhibitors. 280,000 tested, 0.036% active. TR-FRET MBNL1-His/biotin-(CUG)12 binding, 665/545 ratio; active = well fitted inhibition curve with a large enough effect in the signal ratio, with a control signal flat, not every such curve was filed as active; inconclusive = small, poorly fitted or top-dose-only effect, or effect the other way, or a change in a side signal; inactive = no such curve, though single readings can be large or run the other way; the % refers to the signal ratio; note: % is set by controls: 0 for no effect and ±100 for the full control effect
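TR-FRET between His-tagged MBNL1 and biotin-(CUG)12 RNA, detected with Tb anti-His antibody (0.055 ng/ul) and streptavidin-XL665 (5 nM), 60 min at room temperature. Compounds titrated 92 nM to 58 uM; 665/545 nm ratio normalized to buffer and complex controls.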
Gal4-VP16 FLuc = VP16 counterscreen qHTS for inhibitors of ROR gamma transcriptional activity; Drosophila S2 Gal4-VP16 UAS-luciferase, luminescence, 20 h; Potency, µM (series often up to 53.6 µM), inactives show at the top dose activity, negative = inhibition, most hits filed as inhibitors; 310,000 tested, 3.5% active;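 note: Gal4-VP16 expression switched on by copper sulfate through the metallothionein promoter; % is set by controls: 0 for no effect and ±100 for the full control effect; nearly all actives have a fitted effect of over 50% in size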
FLuc modulator = qHTS profiling assay for firefly luciferase inhibitor/activator using purifed enzyme and Km concentrations of substrates (counterscreen for miR-21 project); Luciferin 4-monooxygenase (Photinus pyralis), P08659; purified FLuc, Km substrates, luminescence inhibition; Potency, µM (titrated, usually from 57.5 µM), for inactives: at the top dose activity change, negative = inhibition, usual class: inhibitors; 360,000 tested, 6.9% active; AID 588342, 2011;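 note: plate controls were vehicle for no effect and reference inhibitor for full effect; nearly all actives have a fitted effect of over 55% in size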
Target sequence (P08659 whole entry, looked up): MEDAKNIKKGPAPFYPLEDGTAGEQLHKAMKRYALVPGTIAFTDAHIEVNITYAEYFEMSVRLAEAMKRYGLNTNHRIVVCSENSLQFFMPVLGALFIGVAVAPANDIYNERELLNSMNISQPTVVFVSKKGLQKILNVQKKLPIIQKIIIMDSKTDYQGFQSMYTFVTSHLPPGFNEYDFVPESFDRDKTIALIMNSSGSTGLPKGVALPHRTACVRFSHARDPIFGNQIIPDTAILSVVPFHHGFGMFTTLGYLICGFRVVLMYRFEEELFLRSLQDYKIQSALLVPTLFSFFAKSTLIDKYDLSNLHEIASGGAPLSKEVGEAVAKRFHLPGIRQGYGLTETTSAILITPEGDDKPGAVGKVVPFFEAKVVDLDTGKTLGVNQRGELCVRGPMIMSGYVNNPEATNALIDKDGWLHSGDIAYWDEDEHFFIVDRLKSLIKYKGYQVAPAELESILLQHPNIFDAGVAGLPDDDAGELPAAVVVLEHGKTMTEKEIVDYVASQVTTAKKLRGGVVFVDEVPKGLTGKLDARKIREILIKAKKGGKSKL
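Purified P. pyralis luciferase (10nM final) with 10uM D-luciferin and 10uM ATP (Km levels) in 50mM Tris acetate pH 7.5, 10mM Mg acetate, 0.01% Tween-20, 0.05% BSA; qHTS 6-point titration, ~60 µM downward; luminescence read.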
ELG1 genotoxic = qHTS screen for small molecules that induce genotoxicity in human embryonic kidney (HEK293T) cells expressing luciferase-tagged ELG1; HEK293T ELG1-luciferase reporter, luminescence, 16 h; Potency, µM (highest dose often 46 µM), for the others: at the top dose activity change, positive = activation, hits mostly activators; 330,000 tested, 1.3% active; note: % of control where 0% means no effect; nearly all actives have a fitted effect of over 60% in size
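Luminescence read-out: rising ELG1-luciferase signal, reflecting elevated ELG1 protein under genetic stress, flags genotoxic compounds. Cells were treated for 16 hr at 37 °C before ONE-Glo detection.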
Numbers without * were called inactive; ? = inconclusive; . = no result given; & = joins results of further samples; [ ] = remark or other dose. Unless noted, calls come from the whole dose curve; as a rule, active = well fitted curve in the direction sought with a large enough effect; inconclusive = small, poorly fitted or top-dose-only effect, or another doubt; inactive = no such curve, though single readings can be large; an effect the other way counts as inactive or inconclusive. Potency is the fitted concentration of half-maximal effect.

Letters: A = NPC1 prom act; B = uPA surface inh; C = RORgamma inh; D = Rab9 prom act; E = BRCA1 expr act; F = p53 reactivation; G = MBNL1-CUG inh; H = Gal4-VP16 FLuc; I = FLuc modulator; J = ELG1 genotoxic
canonical_smiles: Cc1ccc(N2OC3C(=O)NC(=O)C3C2c2ccco2)cc1 (stereo not given)
  A: 0%; B: -1%; C: -12%; D: -3%; E: -4%; F: -4%; G: -9%; H: -4%; I: 0%; J: 1%

canonical_smiles: O=C(NCC1CC1)Nc1ccccc1
  A: -1%; B: 2%; C: 11%; D: 1%; E: -15%; F: 5%; G: -13%; H: -15%; I: -10%; J: 4%

canonical_smiles: Cc1c(C)n(Cc2ccc(F)cc2)c2ccc(C(=O)NCCN3CCOCC3)cc12
  A: -1%; B: 5%; C: 4%; D: -4%; E: 8%; F: -12%; G: 0%; H: 15%; I: -13%; J: -1%

canonical_smiles: COc1cc(C(=O)N2CCN(c3cccc(C)c3C)CC2)ccc1OCC(=O)N1CCOCC1
  A: -5%; B: 1%; C: .; D: 1%; E: -34%; F: -3%; G: .; H: .; I: 11%; J: 0%

canonical_smiles: COc1ccc(CCNS(=O)(=O)c2cccc(F)c2)cc1OC
  A: -2%; B: .; C: 1%; D: -1%; E: -8%; F: -4%; G: -5%; H: -5%; I: -1%; J: 0%

canonical_smiles: O=C(Nc1ccc(F)cc1)N1CCN(CCc2ccccc2)CC1
  A: -1%; B: -1%; C: 16%; D: -4%; E: 28%; F: 10%; G: -9%; H: 4%; I: 0%; J: 0%

canonical_smiles: CCOc1ccc(C(=O)CCN2CCCCC2)cc1
  A: -1%; B: -3%; C: 33%; D: 1%; E: -39%; F: -18%; G: -4%; H: -9%; I: -2%; J: 3%

canonical_smiles: Cc1ccccc1C(=O)NC1CCCN(Cc2ccccc2F)C1 (stereo not given)
  A: 0%; B: 19%; C: 7%; D: -2%; E: -16%; F: -1%; G: -5%; H: 0%; I: 2%; J: 0%

canonical_smiles: Cc1ccc(S(=O)(=O)N2CCC(=O)N(CCOC(=O)Nc3ccccc3C)CC2)cc1
  A: -3%; B: -47%; C: -11%; D: -3%; E: -2%; F: 4%; G: -13%; H: -9%; I: ?; J: 1%

canonical_smiles: O=C(NCCC1=CCCCC1)C1CCCN(S(=O)(=O)c2cnc[nH]2)C1 (stereo not given)
  A: -1%; B: 1%; C: -28%; D: -3%; E: -6%; F: 1%; G: -1%; H: 13%; I: 0%; J: -3%

Reformatted with bars between the fields: part of the list above
structure | NPC1 prom act | uPA surface inh | RORgamma inh | Rab9 prom act | BRCA1 expr act | p53 reactivation | MBNL1-CUG inh | Gal4-VP16 FLuc | FLuc modulator | ELG1 genotoxic
CCOc1ccc(C(=O)CCN2CCCCC2)cc1 | -1% | -3% | 33% | 1% | -39% | -18% | -4% | -9% | -2% | 3%
COc1ccc(CCNS(=O)(=O)c2cccc(F)c2)cc1OC | -2% | . | 1% | -1% | -8% | -4% | -5% | -5% | -1% | 0%

New compounds follow
Letters: A = NPC1 prom act; B = uPA surface inh; C = RORgamma inh; D = Rab9 prom act; E = BRCA1 expr act; F = p53 reactivation; G = MBNL1-CUG inh; H = Gal4-VP16 FLuc; I = FLuc modulator; J = ELG1 genotoxic
canonical_smiles: Cc1c2c(n3c(nc4ccccc43)c1C#N)N(CCCN(C)C)CC2
  A: -12%; B: 1%; C: -3%; D: -16%; E: 3%; F: -4%; G: -4%; H: 3%; I: 1%; J: -4%

canonical_smiles: O=C1C(SCCO)=C(SCCO)C(=O)c2ccccc21
  A: -33%[inhibitor][46.1 µM]; B: -101%; C: 0.63µM*; D: -44%[inhibitor][46.1 µM]; E: -79%&-69%&-71%; F: -18%; G: ?; H: 0.79µM*; I: ?; J: -39%[inhibitor]

canonical_smiles: O=C(Nc1ccccc1C(=O)O)c1cc(S(=O)(=O)N2CCCCC2)cs1
  A: 0%; B: 4%; C: -4%; D: 7%; E: -3%; F: 5%; G: -7%; H: 6%; I: 24µM*; J: 7%

canonical_smiles: Nc1nnc(SCCCC(=O)c2ccc(Br)cc2)s1
  A: 9%; B: -1%; C: ?; D: 21%; E: 0%; F: ?; G: ?; H: -9%; I: ?; J: -3%

canonical_smiles: O=[N+]([O-])c1ccc(N2CCN(C(=S)Nc3ccc(F)cc3F)CC2)cc1
  A: -8%; B: -5%; C: 13µM*; D: -4%; E: 18%; F: -1%; G: ?; H: ?; I: -2%; J: 5%

canonical_smiles: Cc1cc(/C=N/n2cnnc2)c(C)n1-c1ccc(C(=O)O)cc1
  A: -3%; B: -4%; C: -22%; D: 8%; E: 3%[1.84 µM]; F: 0%; G: 1%; H: -1%; I: -1%; J: 2%

canonical_smiles: Cc1ccc(-c2nc3ncccc3o2)cc1NC(=O)Cc1ccc(Cl)cc1
  A: -1%; B: 4%; C: ?; D: -2%; E: -1%; F: 3%; G: -17%; H: -2%; I: -1%; J: ?

canonical_smiles: CC(=O)Nc1ccc(OC(=O)c2ccco2)cc1
  A: 1%; B: -12%; C: ?; D: 1%; E: 1%; F: 0%; G: -3%; H: -7%; I: -16%; J: -2%

canonical_smiles: Clc1ccc(COn2ccnc2)cc1Cl
  A: -1%; B: -31%; C: 11%; D: -5%; E: 12%; F: -4%; G: 0%; H: -4%; I: -10%; J: 7%

canonical_smiles: COC(=O)[C@H](C)NC(=O)NCc1ccccc1F
  A: -5%; B: 4%; C: -17%; D: 4%; E: 23%; F: -9%; G: -3%; H: 3%; I: 4%; J: 1%

canonical_smiles: O=C1c2ccccc2C(Nc2ccc3c(c2)OCCO3)N1Cc1ccc2c(c1)OCO2 (stereo not given)
  A: 8%; B: -22%; C: -36%; D: 6%; E: 17%; F: 4%; G: ?; H: 4%; I: ?; J: ?

canonical_smiles: Cc1ccc(OCC(=O)NN=C2c3ccccc3-c3ccccc32)cc1
  A: -5%; B: .; C: -18%; D: 5%; E: -4%; F: 2%; G: 3%; H: -2%; I: 4%; J: 1%

canonical_smiles: O=C1OCCC1Sc1nc2ccccc2n1-c1ccccc1 (stereo not given)
  A: -6%; B: -1%; C: 13%; D: -5%; E: -13%; F: -2%; G: -5%; H: 3%; I: 0%; J: -1%

canonical_smiles: Cc1ccc(OCCCC(=O)NNC(=O)c2ccccn2)cc1
  A: .; B: ?; C: .; D: .; E: -47%; F: 14%; G: .; H: .; I: .; J: 13%

Among those listed so far, nine contain a halogen:
Letters: A = NPC1 prom act; B = uPA surface inh; C = RORgamma inh; D = Rab9 prom act; E = BRCA1 expr act; F = p53 reactivation; G = MBNL1-CUG inh; H = Gal4-VP16 FLuc; I = FLuc modulator; J = ELG1 genotoxic
canonical_smiles: Cc1c(C)n(Cc2ccc(F)cc2)c2ccc(C(=O)NCCN3CCOCC3)cc12
  A: -1%; B: 5%; C: 4%; D: -4%; E: 8%; F: -12%; G: 0%; H: 15%; I: -13%; J: -1%

canonical_smiles: COc1ccc(CCNS(=O)(=O)c2cccc(F)c2)cc1OC
  A: -2%; B: .; C: 1%; D: -1%; E: -8%; F: -4%; G: -5%; H: -5%; I: -1%; J: 0%

canonical_smiles: O=C(Nc1ccc(F)cc1)N1CCN(CCc2ccccc2)CC1
  A: -1%; B: -1%; C: 16%; D: -4%; E: 28%; F: 10%; G: -9%; H: 4%; I: 0%; J: 0%

canonical_smiles: Cc1ccccc1C(=O)NC1CCCN(Cc2ccccc2F)C1 (stereo not given)
  A: 0%; B: 19%; C: 7%; D: -2%; E: -16%; F: -1%; G: -5%; H: 0%; I: 2%; J: 0%

canonical_smiles: Nc1nnc(SCCCC(=O)c2ccc(Br)cc2)s1
  A: 9%; B: -1%; C: ?; D: 21%; E: 0%; F: ?; G: ?; H: -9%; I: ?; J: -3%

canonical_smiles: O=[N+]([O-])c1ccc(N2CCN(C(=S)Nc3ccc(F)cc3F)CC2)cc1
  A: -8%; B: -5%; C: 13µM*; D: -4%; E: 18%; F: -1%; G: ?; H: ?; I: -2%; J: 5%

canonical_smiles: Cc1ccc(-c2nc3ncccc3o2)cc1NC(=O)Cc1ccc(Cl)cc1
  A: -1%; B: 4%; C: ?; D: -2%; E: -1%; F: 3%; G: -17%; H: -2%; I: -1%; J: ?

canonical_smiles: Clc1ccc(COn2ccnc2)cc1Cl
  A: -1%; B: -31%; C: 11%; D: -5%; E: 12%; F: -4%; G: 0%; H: -4%; I: -10%; J: 7%

canonical_smiles: COC(=O)[C@H](C)NC(=O)NCc1ccccc1F
  A: -5%; B: 4%; C: -17%; D: 4%; E: 23%; F: -9%; G: -3%; H: 3%; I: 4%; J: 1%

Screening data deposited in PubChem BioAssay by National Center for Advancing Translational Sciences (NCATS).
